DRD3 agonist – qHTS of D3 Dopamine Receptor Agonist: qHTS; D(3) dopamine receptor (Homo sapiens), P35462; D3R DiscoveRx beta-arrestin cells, luminescence, 90 min; max activation, %; hit rate 0.58% among 410,000; AID 652048, 2013; in the data active means max activation above about 30%; further: 0% is about no effect; mostly tested at two doses, the higher about 12 µM
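Cells at 1500/well, incubated overnight, then treated with pinned compounds (dopamine as control) for 90 min at 37 degrees C. DiscoveRx reagent added for 30 - 60 minutes at room temperature; luminescence read.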
TDP43 rescue – qHTS of TDP-43 Inhibitors; TDP-43 expressing yeast growth rescue, BacTiter-Glo, 24 h; hit rate 1.8% among 410,000; Potency, µM (highest dose often 46.1 µM), for the others: at the highest dose growth rescue (activation), most hits filed as activators; further: potency means the concentration at half of the fitted maximal effect; % of control where 0% means no effect; nearly all actives have a fitted effect of over 50% in size
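Growth rescue of TDP-43-toxic yeast measured as ATP luminescence (BacTiter-Glo). Cells grown to mid-log in raffinose, induced in galactose at OD600=0.02, exposed to compound 24 hr at 30 deg C.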
DRD3 antagonist – qHTS of D3 Dopamine Receptor Antagonist: qHTS | D3R cells, DiscoveRx beta-arrestin luminescence, antagonist mode; hits give low values | hit rate 2.5% among 360,000 | max response, negative = inhibition, % | D(3) dopamine receptor (Homo sapiens), P35462 | AID 652054, 2013; in the data active means max response below about -50%; inconclusive means no clear call, values can overlap the other calls; further: on the % scale 0 is the no-effect control and ±100 the full control effect; mostly tested at two doses, the higher about 12 µM
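Cells expressing the human receptor were seeded at 1500 cells/well, incubated overnight at 37 degrees C in 5% CO2, then exposed to library compounds with dopamine controls for 90 minutes at 37 degrees C before luminescent detection.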
EPAC2 antagonist – qHTS for Antagonist of cAMP-regulated guanine nucleotide exchange factor 2 (EPAC2): primary screen | EPAC2 GEF exchange of Rap1B-BODIPY-GDP, fluorescence | Potency, µM (series often up to 114 µM), without a hit: at the top dose activity, negative = inhibition, usual class: inhibitors | Rap guanine nucleotide exchange factor 4 (Homo sapiens), Q8WZA2 | AID 720708, 2013 | hit rate 0.18% among 360,000; further: potency means the concentration at half of the fitted maximal effect; on the % scale 0 is the no-effect control and ±100 the full control effect; nearly all actives have a fitted effect of over 45% in size; many of its hits are not listed in these tables
Target sequence (Q8WZA2 whole entry, looked up): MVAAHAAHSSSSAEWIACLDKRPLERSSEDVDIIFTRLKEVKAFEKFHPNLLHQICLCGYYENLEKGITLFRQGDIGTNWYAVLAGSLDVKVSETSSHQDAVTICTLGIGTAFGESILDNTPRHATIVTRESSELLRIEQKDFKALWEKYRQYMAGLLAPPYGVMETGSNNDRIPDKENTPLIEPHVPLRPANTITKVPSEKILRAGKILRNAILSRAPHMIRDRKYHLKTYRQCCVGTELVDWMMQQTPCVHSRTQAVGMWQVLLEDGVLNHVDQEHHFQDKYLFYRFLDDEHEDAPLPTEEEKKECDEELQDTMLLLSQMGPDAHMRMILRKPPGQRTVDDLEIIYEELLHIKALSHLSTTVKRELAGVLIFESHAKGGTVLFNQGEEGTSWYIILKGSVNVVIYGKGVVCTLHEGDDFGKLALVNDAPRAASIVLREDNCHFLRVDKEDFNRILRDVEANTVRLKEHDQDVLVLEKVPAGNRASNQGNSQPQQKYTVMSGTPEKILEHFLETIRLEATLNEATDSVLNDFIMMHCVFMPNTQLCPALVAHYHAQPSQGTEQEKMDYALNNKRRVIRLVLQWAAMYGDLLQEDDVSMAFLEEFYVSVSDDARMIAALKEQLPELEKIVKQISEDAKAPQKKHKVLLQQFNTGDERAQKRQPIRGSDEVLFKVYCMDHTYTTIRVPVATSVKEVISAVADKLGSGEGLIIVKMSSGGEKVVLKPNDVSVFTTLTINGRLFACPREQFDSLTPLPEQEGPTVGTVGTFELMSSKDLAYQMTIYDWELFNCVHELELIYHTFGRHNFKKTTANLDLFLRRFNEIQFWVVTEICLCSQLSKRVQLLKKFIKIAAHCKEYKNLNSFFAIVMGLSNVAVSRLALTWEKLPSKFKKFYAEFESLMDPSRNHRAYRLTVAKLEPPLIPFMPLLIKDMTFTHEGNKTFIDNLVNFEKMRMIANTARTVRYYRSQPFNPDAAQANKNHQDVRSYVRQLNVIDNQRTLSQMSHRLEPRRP
FUS yeast rescue – qHTS for Suppressors of FUS Proteinopathy: Primary screen using FUS-linked yeast assay; Potency, µM (doses to about 76.6 µM), for inactives: top-dose growth rescue (activation), most hits filed as activators; S. cerevisiae FUS-expressing, growth rescue, OD600, 24 h; hit rate 0.24% among 390,000;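 further: potency means the concentration at half of the fitted maximal effect; plate controls were DMSO vehicle for no effect and reference control for full effect; nearly all actives have a fitted effect of over 55% in size; some results filed as inactive show a strong effect at the top dose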
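Quantitative HTS measuring growth restoration of FUS-toxic yeast. Galactose-induced cells (OD 0.005) were exposed 24hr at 30C to compounds at several concentrations, then absorbance at 600 nm was recorded.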
EPAC2 agonist – qHTS for Agonist of cAMP-regulated guanine nucleotide exchange factor 4 (EPAC2): primary screen | EPAC2 activation, biochemical qHTS; response scale: 100% = 6.5 mM cAMP response | hit rate 0.079% among 360,000 | Potency, µM (series often up to 154 µM), without a hit: at the highest dose activation, usual class: activators; further: potency means the concentration at half of the fitted maximal effect; nearly all actives have a fitted effect of over 50% in size
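Each well held 100 nM EPAC2, 250 nM RAP1B-BODIPY-GDP and 50 uM GDP. Fluorescence, read at 5-min intervals to 30 min, was referenced to a 6.5 mM cAMP positive control.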
aSyn yeast inh – qHTS of alpha-syn Inhibitors; hit rate 0.14% among 370,000; AID 652106, 2013; Yeast expressing alpha-synuclein, growth rescue, BacTiter-Glo, 24 h; Potency, µM (doses to about 46.1 µM), without a hit: at the top dose growth rescue (activation), most hits filed as activators; further: potency means the concentration at half of the fitted maximal effect; % of control where 0% means no effect; nearly all actives have a fitted effect of over 65% in size
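Galactose-induced alpha-syn yeast (OD600=0.02, raffinose-pregrown) + pinned cpd, 24 hr, 30 deg C; growth by BacTiter-Glo luminescence. Growth restoration scores as activation.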
Abeta rescue – qHTS for compounds that reverse cellular toxicity of Amyloid beta (A-beta) peptide in yeast: Primary Screen | yeast expressing A-beta42, growth rescue, OD600, 48 h; response scale: 0% DMSO, 100% iron-clioquinol control | Potency, µM (top dose mostly 46.1 µM), inactives show at the top dose growth rescue, actives largely listed as activators | hit rate 0.063% among 410,000 | AID 1347071, 2019; further: potency means the concentration at half of the fitted maximal effect; nearly all actives have a fitted effect of over 55% in size
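Growth rescue measured by 600 nm absorbance after 48 h yeast culture at 30 C with compound. Values normalized between DMSO and an equimolar ferric chloride plus clioquinol control.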
Numbers without * were called inactive; ? = inconclusive; . = no result given; & = joins results of further samples; [ ] = another dose, or the depositor's remark. Unless noted, the call rests on the fitted dose curve; in most records, active means well fitted curve in the direction sought with a large enough effect; inconclusive means small, poorly fitted or top-dose-only effect, or another doubt; inactive means no such curve, though single readings can be large; an effect the other way counts as inactive or inconclusive. The list is partial; rates above refer to the full screens.

Start of the data: the first two compounds, to show the layout:
SMILES	DRD3 agonist	TDP43 rescue	DRD3 antagonist	EPAC2 antagonist	FUS yeast rescue	EPAC2 agonist	aSyn yeast inh	Abeta rescue
COc1ccc(Nc2nc3ccc(OC)cc3s2)cc1	-9	?	-19	-11%	3%	11%	-2%	?
COc1cc(Cl)c(C)cc1NC(=S)NN	-7	5%	-29	0%	15%	15%	-9%	-4%

Results, from the start:
SMILES	DRD3 agonist	TDP43 rescue	DRD3 antagonist	EPAC2 antagonist	FUS yeast rescue	EPAC2 agonist	aSyn yeast inh	Abeta rescue
COc1ccc(Nc2nc3ccc(OC)cc3s2)cc1	-9	?	-19	-11%	3%	11%	-2%	?
COc1cc(Cl)c(C)cc1NC(=S)NN	-7	5%	-29	0%	15%	15%	-9%	-4%
COc1cc(C(=O)N(CCCO)Cc2cc3ccc(C)c(C)c3[nH]c2=O)cc(OC)c1OC	8	-11%	28	-1%	21%	0%	0%	2%
CNC(=O)c1csc(-c2ccc(Cl)cc2)n1	0	?	-6	6%	-5%	7%	?	-15%
N#Cc1ccccc1CSc1nc2ncc(Br)cc2[nH]1	-3	0%	6	6%&2%	-10%&2%	8%&6%	0%	-3%&-1%
Cc1coc2cc3oc(=O)ccc3cc12	-2	?	-20	12%	-32%	2%	-4%	-17%
Cn1nnnc1NCc1c(F)cccc1Cl	-3	-12%	-9	-1%	-17%	-9%	0%	9%
COc1ccc(S(=O)(=O)Nc2cc(C)ccc2OC)cc1C	-1	30%	0	-27%	-6%	5%	15%	8%
CC(=O)c1ccc(N2CCC(C(=O)O)CC2)cc1	2	-6%[0.397 µM]	4	5%	-7%	1%	4%	3%
N#Cc1c(SCC(N)=O)nc(-c2ccccc2)c2c1CCCC2	8	0%	36	19%	20%	-5%	12%	-1%
Cc1ccc(OCC(=O)NNC(=O)C2CCN(c3nc(C)cc(C)n3)CC2)cc1	4	-24%	-12	10%	0%	-3%	2%	-12%
O=Cc1ccc(-c2ccccc2OC(F)(F)F)o1	2	11%	-19	3%	-10%	5%	1%	16%
CC(C)c1ccc(NC(=O)Cn2cc(S(=O)(=O)Cc3cccc(Cl)c3)c3ccccc32)cc1	2	?	.	.	8%	.	.	-1%
NC(=O)Nc1ccc(C(=O)OCC(=O)NC2CCCCC2)cc1	2	8%	7	8%	-7%	1%	0%	8%
CC12CC3CC(C)(C1)CC(C(=O)NCc1ccco1)(C3)C2	5	29%[9.22 µM]	14	-16%	21%	-10%	0%	2%
Cn1c(N)c(C(=O)COC(=O)CNC(=O)c2ccc(Cl)cc2Cl)c(=O)n(C)c1=O	22	-9%	14	0%	6%	8%	1%	7%
CC1CCN(C(=O)CCC(=O)Nc2nnc(C(F)(F)F)s2)CC1	-11	24%	4	-9%	-2%	-8%	-1%	6%
O=C(NCC(=O)N(Cc1ccccc1)C(C(=O)NC1CCCC1)c1cccnc1)c1ccco1 (stereo not given)	-1	-1%	-22	-6%	8%	4%	-1%	0%
COc1ccc(NC(=O)c2ccco2)cc1NC(=O)c1ccc(C#N)cc1F	1&-7	7%&6%	3	0%	12%&-11%	-1%	-3%&-1%	10%&-22%
COc1ccccc1-n1ccnc1SCC(=O)NCC1CCCO1 (stereo not given)	-3	13%	3	4%	-25%	4%	1%	1%
Cc1ccc(-c2cc(-c3ccccc3Cl)[nH]n2)c(O)c1	-4	-1%	?	-16%	26%	?	-49%[inhibitor]	-6%
Cc1cccc(N2CCN(S(=O)(=O)c3c(C(=O)N4CCC(C)CC4)c(C)n(C)c3C)CC2)c1C	6	11%	.	.	?	.	.	17%
NC(=O)c1nc2c([nH]c1=O)CCCC2	7	10%	9	-3%	-6%	6%	0%	4%
Cc1ccc(NC(=O)C2CCCN2S(=O)(=O)c2cccc3cccnc23)cc1 (stereo not given)	12	0%	.	.	21%	.	.	7%
CN(C)c1ccc(N/C=C/C(=O)C(C)(C)C)cc1	-1	6%	13	-2%	?	5%	2%	-20%
COCCN(C(=O)COC(=O)C1(C)CC1(Cl)Cl)c1c(N)n(Cc2ccccc2)c(=O)[nH]c1=O (stereo not given)	-12	-30%	-10	24%	14%	2%	-4%	-15%
O=C(NN1C(=O)c2ccccc2NC1c1ccccn1)c1ccccc1 (stereo not given)	-24	13%	16	0%	3%	-5%	5%	3%
O=C(Nc1ccc2c(c1)OCCO2)C1CCN(S(=O)(=O)Cc2ccccc2)CC1	-4	7%	?	9%	1%	-7%	-1%	4%
COc1cc(CN2CCCC(N3CCN(c4ccc(F)cc4)CC3)C2)ccc1F (stereo not given)	-17	2%	3	-4%	-22%	2%	11%	-11%
Cc1ccccc1-n1cnc2c(sc3nc(N4CCOCC4)c4c(c32)CCCC4)c1=O	-10	0%	?	1%	?	7%	-1%	-19%
COc1ccccc1NC(=O)CNc1ccc(F)c(Cl)c1	-4	2%	-16	-6%	.	-2%	19%	22%
COc1ccc(Cl)cc1NC(=O)CN(C)C(=O)C1CC(=O)N(Cc2ccc(C)cc2)C1 (stereo not given)	-2	-12%	1	0%	34%	-1%	0%	1%
CN(CC(=O)Nc1ccc(F)cc1)C(=O)c1cc(-c2cccs2)nn1-c1ccccc1	-23	-12%	21	-15%	3%	4%	6%	12%
CC(=O)Nc1nnc(SCC(=O)N2CCN(Cc3ccccc3)CC2)s1	23	-22%	11	17%	23%	4%	-11%	-1%
C=CCS(=O)(=O)c1cccc2cccnc12	-7	-29%	7	-5%	8%	4%	-6%	-4%
CCCc1cc(=O)oc2c3c(cc(OCC(=O)NCc4ccccn4)c12)OC(C)(C)CC3	2	12%	-6	?	23%	9%	-11%	-4%
CCCCNC(=O)C1CCC(Cn2c(=O)c3sccc3n(CC(=O)Nc3ccccc3)c2=O)CC1 (stereo not given)	4	14%	.	.	-2%	.	.	-10%
COc1ccc(Cl)cc1NC(=O)CN(C)C(=O)CCc1nc2ccccc2c(=O)[nH]1	1	6%	1	4%	?	5%	10%	-11%
O=C(NCc1cccc(F)c1)C1CCC(=O)N(CC2CCCCC2)C1 (stereo not given)	5	8%	8	6%	.	-5%	-4%	3%
CCOc1ccc(NC(=O)C(C)n2c(=O)cc(C)c3c(C)nn(-c4ccccc4)c32)cc1 (stereo not given)	1	12%	.	.	-26%	.	.	-13%
CCOC1=C2[C@@H](CN(S(=O)(=O)c3ccc(C)cc3)[C@H]2c2cccs2)[C@H]2C(=O)N(c3ccccc3)C(=O)[C@H]2C1	-1	19%	-8	-19%	0%	4%	?	-12%
CCC(CC)C(=O)c1c[nH]c(C(=O)NCc2cccs2)c1	2	-12%	3	0%	22%	-1%	-7%	4%
COc1ccc(/C=C/C(=O)OCC(=O)Nc2ccc(OC)c(S(=O)(=O)N3CCCCC3)c2)cc1	0	24%	36	-1%	.	-2%	-2%	1%
CCOC(=O)CSc1nc2cc3c(cc2c(=O)n1CCCC(=O)NCCc1ccc(OC)c(OC)c1)OCO3	8	13%	.	.	-6%	.	.	3%
O=C(CC1C(=O)NCCN1C(=O)c1ccc(F)cc1)OCc1ccccc1 (stereo not given)	10	11%	-6	14%	-12%	-8%	-11%	32%
COc1cc2cnc(-c3ccsc3)cc2cc1OC	3	21%	-27	-30%	-31%	3%	-3%	-8%
O=C(CSc1ccc([N+](=O)[O-])cc1)OCC(=O)N1CCCC1=O	-3	9%	-7	-1%	-7%	-1%	-15%	1%
O=C(Nn1c(-c2ccc(Cl)cc2)nc2ccccc2c1=O)c1cccnc1Cl	2	4%	-1	5%	-18%	4%	-1%	3%
Cc1ccc(CSc2nnc([C@@H]3CCCN3)o2)cc1	-1	-1%	15	9%	-17%	5%	.	5%
CCC(C(=O)NCCc1ccccc1)c1ccccc1 (stereo not given)	-2	23%	2	-8%	-12%	7%	?	-1%
CCCCOc1ccc(C(C)(O)CCN2CCOCC2)cc1 (stereo not given)	1	-17%	0	-20%	-41%	1%	5%	-7%[9.22 µM]
CC(C)OC(=O)c1ccc2nc3ccccc3nc2c1	2	0%	0	2%	15%	9%	0%	9%
CCCC1(C(=O)OC)NC(c2ccco2)C2C(=O)N(C)C(=O)C21 (stereo not given)	4	11%	0	3%	3%	7%	-7%	-13%
CC(C)(Oc1ccc(Cl)cc1)C(=O)NC1CCN(Cc2ccccc2)CC1	-28	-9%	-82*	10%	4%	0%	2%	1%
Cc1ccc(NC(=O)C2CC3CCC2C3)c(Br)c1 (stereo not given)	8	-8%	-2	-4%	-17%	8%	1%	-23%
COc1ccccc1NC(=O)c1sc2nc(C)c(C(=O)Nc3ccc(Cl)cc3)c(-c3ccc(Br)cc3)c2c1N	-10	4%	.	.	31%	.	.	1%
CC1(C(=O)NCc2ccccc2)Cc2c(-c3cccc(C(F)(F)F)c3)ccnc2O1 (stereo not given)	-15	27%	?	-28%	?	2%	?	-27%
Cn1c(CSCc2ccc(F)cc2)nnc1SCC(=O)Nc1cccc(C(=O)O)c1	1	-1%	0	-4%	-10%	11%	3%	-1%
COc1ccc(NC(=O)C2CCN(C(=O)C3CC(=O)N(c4ccc(C)cc4)C3)CC2)c(OC)c1 (stereo not given)	-3	3%	14	1%	24%	-1%	5%	11%
O=C(c1cc(-c2ccc(Cl)cc2Cl)on1)N1CCN(C(=O)c2ccco2)CC1	1	?	18	-1%	34%	2%	3%	-24%

New compounds follow:
SMILES	DRD3 agonist	TDP43 rescue	DRD3 antagonist	EPAC2 antagonist	FUS yeast rescue	EPAC2 agonist	aSyn yeast inh	Abeta rescue
Cc1cccc(CN2CCC(Oc3ccc(C(=O)N4CCCCC4)cc3)CC2)c1	-10	0%	-21	2%	13%	0%	0%	6%
O=C1C=C(c2cccc(CO)c2)C[C@@H](c2ccc(F)cc2)C1	-8	0%	0	4%	-3%	3%	0%	-13%
COC(=O)c1cccc(CSc2nnc(C)s2)c1	-1	12%	-12	27%	15%	-2%	-2%	-8%
O=[N+]([O-])c1cc(S(=O)(=O)Nc2ccc(Cl)cc2)ccc1N/N=C/c1ccncc1	-3	-22%	?	-5%	27%	10%	-5%	-2%

Assay outcomes (PubChem)
